ST2 IL33 inh = inhibitors of human ST2 (IL1RL1) binding to IL-33, primary screen, biochemical, AlphaLISA; Interleukin-1 receptor-like 1 (Homo sapiens), Q01638; AlphaLISA ST2-Fc/biotin-IL-33 interaction, 1 h; inhibition, % for hits at 17 µM; 2.3% of 78,000 active; AID 1259354, 2018; in the data active = inhibition above about 30%; inconclusive = mostly about 10% to 28%
Target sequence (Q01638 whole entry, looked up): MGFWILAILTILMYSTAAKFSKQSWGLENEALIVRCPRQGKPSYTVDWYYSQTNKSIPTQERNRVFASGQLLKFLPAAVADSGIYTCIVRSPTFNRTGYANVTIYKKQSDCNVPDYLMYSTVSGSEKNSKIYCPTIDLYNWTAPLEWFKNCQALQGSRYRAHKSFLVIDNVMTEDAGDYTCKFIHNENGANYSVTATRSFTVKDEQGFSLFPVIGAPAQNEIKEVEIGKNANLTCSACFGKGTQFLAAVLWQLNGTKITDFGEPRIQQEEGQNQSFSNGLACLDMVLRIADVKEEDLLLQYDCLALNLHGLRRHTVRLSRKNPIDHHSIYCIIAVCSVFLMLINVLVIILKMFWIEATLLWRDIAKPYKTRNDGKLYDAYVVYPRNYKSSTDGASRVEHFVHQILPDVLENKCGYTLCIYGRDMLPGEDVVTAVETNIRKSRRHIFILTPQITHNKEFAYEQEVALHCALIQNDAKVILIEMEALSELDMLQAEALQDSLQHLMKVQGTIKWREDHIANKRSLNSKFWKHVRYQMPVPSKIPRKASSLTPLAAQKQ
Calls only. These rows are one share of the data; count on the stated rates, not on these rows.

Screening CCNC(=O)NC[C@H]1C[C@@H]2CCN1C[C@@H]2c1cc(-c2ccc(OC)cc2)nn1C returned ST2 IL33 inh inactive.
Screening CSc1ccc(C(=O)C2CCCN(Cc3nc(C(C)C)cs3)C2)cc1 (stereo not given) returned ST2 IL33 inh inactive.
COc1ccccc1N1CCN(Cc2cccc(F)c2)CC1 was read as ST2 IL33 inh inactive.
`COc1ccc(Cl)cc1NC(=O)CN1C(=O)C(C)N=C(c2ccccc2)c2ccccc21` (stereo not given) gave ST2 IL33 inh inactive.
`O=C(NCc1ccccc1)[C@H]1CN2CCC1C[C@@H]2Cn1cc(-c2ccccc2)nn1` (stereo not given in full) gave ST2 IL33 inh inactive.
For Cc1ccccc1CN1CCN(c2ccc(F)cc2)CC1 the results were ST2 IL33 inh inconclusive.
`S=C(NC[C@H]1C[C@@H]2CCN1C[C@@H]2CN1CCN(c2ccccn2)CC1)Nc1ccccc1` gave ST2 IL33 inh inactive.
For O=[N+]([O-])/C=C/c1c[nH]c2ccccc12 the results were ST2 IL33 inh inconclusive.
Cc1ccccc1N1CCN(Cc2cccc(Br)c2)CC1 was read as ST2 IL33 inh inconclusive.
Screening COc1ccc(CN2CCN(C)CC2)cc1 returned ST2 IL33 inh inconclusive.
`COc1ccc2[nH]c3c(c2c1)CCNC3` gave ST2 IL33 inh inactive.
For Cc1ccccc1N1CCN(Cc2ccc(O)cc2)CC1 the results were ST2 IL33 inh inactive.
For COc1ccc(CC(C)NCc2ccc(Br)cc2)cc1 (stereo not given) the results were ST2 IL33 inh inactive.
CC1CCC(C(=O)NC(C(=O)N2CCC3(CC2)OCCO3)C(C)C)CC1 (stereo not given) was read as ST2 IL33 inh inconclusive.
COCc1c(C(=O)N2CCN(C)C3(CCN(C)CC3)C2)noc1C was read as ST2 IL33 inh inactive.

In the list so far, these contain nitrogen in an aromatic ring:
Screening CCNC(=O)NC[C@H]1C[C@@H]2CCN1C[C@@H]2c1cc(-c2ccc(OC)cc2)nn1C returned ST2 IL33 inh inactive.
Screening CSc1ccc(C(=O)C2CCCN(Cc3nc(C(C)C)cs3)C2)cc1 (stereo not given) returned ST2 IL33 inh inactive.
`O=C(NCc1ccccc1)[C@H]1CN2CCC1C[C@@H]2Cn1cc(-c2ccccc2)nn1` (stereo not given in full) gave ST2 IL33 inh inactive.
`S=C(NC[C@H]1C[C@@H]2CCN1C[C@@H]2CN1CCN(c2ccccn2)CC1)Nc1ccccc1` gave ST2 IL33 inh inactive.
For O=[N+]([O-])/C=C/c1c[nH]c2ccccc12 the results were ST2 IL33 inh inconclusive.
`COc1ccc2[nH]c3c(c2c1)CCNC3` gave ST2 IL33 inh inactive.
COCc1c(C(=O)N2CCN(C)C3(CCN(C)CC3)C2)noc1C was read as ST2 IL33 inh inactive.

(cont.)
For COc1oc(C2C/C(=C/C(C)=C/c3ccc([N+](=O)[O-])cc3)CO2)c(C)c(=O)c1C (stereo not given) the results were ST2 IL33 inh inactive.
`COCCC(=O)N1C[C@@H]2C[C@H](C1)c1ccc(NC(=O)Nc3cccc(F)c3)c(=O)n1C2` gave ST2 IL33 inh inactive.
`COc1cc(C(O)CN)ccc1O` (stereo not given) gave ST2 IL33 inh inactive.
Screening Cc1cc(C)c2[nH]c(=O)c(CN3CCC4(CCCNC4)C3)cc2c1 (stereo not given) returned ST2 IL33 inh inconclusive.
`C=C[C@H]1CN2CC[C@H]1C[C@@H]2CNC(=S)Nc1cc(OC)cc(OC)c1` gave ST2 IL33 inh inactive.
`Cc1nc(-c2ccco2)cc([C@H]2CN3CC[C@H]2C[C@@H]3CNC(=O)C2CCC2)n1` gave ST2 IL33 inh inconclusive.
Screening CCOc1ccc(CN2CCN(c3cccc(Cl)c3)CC2)cc1 returned ST2 IL33 inh inconclusive.
CSc1ccc(-c2ccc3n(c2=O)C[C@H]2C[C@@H]3CN(C(=O)c3ccccc3)C2)cc1 was read as ST2 IL33 inh inactive.
For COc1ccc(C(=O)N2C[C@@H]3C[C@H](C2)c2c(-c4ccc(SC)cc4)ccc(=O)n2C3)cc1 the results were ST2 IL33 inh inactive.
`CNCc1cn(C[C@H]2C[C@@H]3CCN2C[C@@H]3C(=O)NC2CCCCC2)nn1` gave ST2 IL33 inh inconclusive.
For Cn1nc(-c2ccccc2)cc1[C@H]1CN2CC[C@H]1C[C@@H]2CNC(=S)Nc1ccc(Cl)cc1 the results were ST2 IL33 inh inactive.
`CC(=O)NCCc1c[nH]c2ccccc12` gave ST2 IL33 inh inactive.
Screening O=C(c1cccs1)N1C[C@@H]2C[C@H](C1)c1ccc(C3CCCCC3)c(=O)n1C2 returned ST2 IL33 inh inactive.
`CC[N+](CC)(CC)CC` gave ST2 IL33 inh inactive.
CCc1ccc(CN(C)C(C)Cc2cc(C)ccn2)nc1 (stereo not given) was read as ST2 IL33 inh inactive.
`CC(Cc1ccccn1)N(C)Cc1cc2ccccc2o1` (stereo not given) gave ST2 IL33 inh inconclusive.
`O=C(C1CCCCC1)N1C[C@@H]2C[C@H](C1)c1ccc(-c3cccc(C(F)(F)F)c3)c(=O)n1C2` gave ST2 IL33 inh inactive.
For N#CC(C#N)=Cc1cc(O)c(O)c(O)c1 the results were ST2 IL33 inh inconclusive.
Screening O=C(CN1C(=O)CN=C(c2ccccc2)c2ccccc21)Nc1cccc(Cl)c1 returned ST2 IL33 inh inactive.
For CC(C)NC(=O)CN1CCCN(Cc2ccccc2)S1(=O)=O the results were ST2 IL33 inh inconclusive.
Screening C[N+]1(C)CCN(c2ccccc2)CC1 returned ST2 IL33 inh inactive.
Screening CC(C)c1ccc(CN2CCN(C)CC2)cc1 returned ST2 IL33 inh inconclusive.
Screening c1ccc(-c2ccc(CN3CCOCC3)cc2)cc1 returned ST2 IL33 inh inconclusive.
CC(C)CNC(=S)NC[C@H]1C[C@@H]2CCN1C[C@@H]2c1cc(C2CCCC2)nn1C was read as ST2 IL33 inh inactive.
Cc1ccccc1CN1CCN(Cc2cccc(F)c2)CC1 was read as ST2 IL33 inh inconclusive.
For CC(C)(CC(=O)O)CC(=O)N1C[C@@H]2C[C@H](C1)c1c(-c3cccs3)ccc(=O)n1C2 the results were ST2 IL33 inh inactive.
Screening CS(=O)(=O)NC[C@H]1C[C@@H]2CCN1C[C@@H]2CN1CCN(c2ccc(F)cc2)CC1 returned ST2 IL33 inh inactive.
CCCS(=O)(=O)NC[C@H]1C[C@@H]2CCN1C[C@@H]2c1cc(C2CCCCC2)nn1C was read as ST2 IL33 inh inconclusive.
For C=C(C)[C@H]1CN[C@H](C(=O)O)[C@H]1CC(=O)O the results were ST2 IL33 inh inactive.
CC(C)NC(=O)NC[C@H]1C[C@@H]2CCN1C[C@@H]2CN1CCN(c2ccccn2)CC1 was read as ST2 IL33 inh inactive.
`O=C(c1ccccc1)N1C[C@@H]2C[C@H](C1)c1ccc(C3CCCCC3)c(=O)n1C2` gave ST2 IL33 inh inconclusive.
`Cn1cc(CC(=O)N2CCN(C3CCCCC3)CC2)c2ccccc21` gave ST2 IL33 inh inactive.
`O=C(NC[C@H]1C[C@@H]2CCN1C[C@@H]2CN1C[C@@H]2C[C@H](C1)c1cccc(=O)n1C2)c1ccc2c(c1)OCO2` gave ST2 IL33 inh inactive.
COCCNC(=O)[C@H]1CN2CC[C@H]1C[C@@H]2Cn1cc(CN(C)C)nn1 was read as ST2 IL33 inh inconclusive.
`CNC(=O)Oc1ccc2ncccc2c1` gave ST2 IL33 inh inconclusive.
`Cn1nc(-c2ccc3ccccc3c2)cc1[C@H]1CN2CC[C@H]1C[C@@H]2CNC(=O)NCc1ccccc1` gave ST2 IL33 inh inactive.
`O=C1CSC(c2ccc(OCc3ccccc3)cc2)c2c(n(C3CCCC3)[nH]c2=O)N1` (stereo not given) gave ST2 IL33 inh inconclusive.
C=CCN(C)C[C@H]1CN2CC[C@H]1C[C@@H]2CNS(=O)(=O)c1ccc(OC)cc1 was read as ST2 IL33 inh inactive.
Screening O=C(NC1CCCCC1)[C@H]1CN2CC[C@H]1C[C@@H]2Cn1cc(CCO)nn1 returned ST2 IL33 inh inconclusive.
For CCN(CC)C(=O)N[C@@H]1C[C@@H]2c3cccc4[nH]cc(c34)C[C@H]2N(C)C1 the results were ST2 IL33 inh inconclusive.
`CN(C(=O)Cc1ccc(Cl)c(Cl)c1)C(CN1CCCC1)c1cccc(OCC(=O)O)c1` (stereo not given) gave ST2 IL33 inh inactive.
For Fc1ccc(N2CCN(Cc3ccc(F)cc3F)CC2)cc1 the results were ST2 IL33 inh inconclusive.
For COc1cc(OC)c(CN2CCN(C)CC2)cc1Br the results were ST2 IL33 inh inactive.
`COc1cc(C)c(CN2CCN(c3ccc(F)cc3)CC2)cc1C` gave ST2 IL33 inh inactive.
Screening O=C(O)c1cnc(N2CCC3(CCCNC3)C2)c(Cl)c1 (stereo not given) returned ST2 IL33 inh inconclusive.
For Cc1ccc(CNC(C)Cc2ccccc2)o1 (stereo not given) the results were ST2 IL33 inh inconclusive.
`COc1ccccc1-c1cc([C@H]2CN3CC[C@H]2C[C@@H]3COC(=O)Nc2cccc(C(C)=O)c2)nc(C)n1` gave ST2 IL33 inh inactive.
O=C(O)c1[nH]c2ccccc2c1CC(=O)N1CCN(Cc2ccc3c(c2)OCO3)CC1 was read as ST2 IL33 inh inactive.
For Cc1cccn2c(=O)c3cc(C(=O)N4CCC5(CC4)OCCO5)n(C)c3nc12 the results were ST2 IL33 inh inactive.
CC(C)NC(=O)NC[C@H]1C[C@@H]2CCN1C[C@@H]2CN1CCN(C)CC1 was read as ST2 IL33 inh inactive.
Screening CN1CCN(Cc2ccc(N(C)C)cc2)CC1 returned ST2 IL33 inh inactive.
Screening CCOc1ccccc1N1CCN(Cc2cccc(C)c2)CC1 returned ST2 IL33 inh inactive.
`NC(=O)C1CCN(C2(n3nnc4ccccc43)CCCCC2)CC1` gave ST2 IL33 inh inconclusive.
For CC(=O)NC[C@H]1C[C@@H]2CCN1C[C@@H]2c1cc(-c2cccs2)nn1C the results were ST2 IL33 inh inactive.
For C=C[C@H]1CN2CC[C@H]1C[C@@H]2CNC(=S)Nc1ccccc1 the results were ST2 IL33 inh inactive.
`Fc1ccc(CN2CCN(c3ccccc3)CC2)c(F)c1` gave ST2 IL33 inh inactive.
CCCS(=O)(=O)N1C[C@@H]2C[C@H](C1)c1c(-c3ccc(Cl)cc3)ccc(=O)n1C2 was read as ST2 IL33 inh inconclusive.
`O=C1CC(=O)N(Cc2ccc(F)cc2)C(=O)N1` gave ST2 IL33 inh inconclusive.
For CCOc1ccccc1CN1CCN(CC)CC1 the results were ST2 IL33 inh inactive.
For O=C(CSc1c2c(nc3ccc(Cl)cc13)CCCC2)N1CCC2(CC1)OCCO2 the results were ST2 IL33 inh inactive.
Screening CN(CCc1ccccc1)Cc1cccc([N+](=O)[O-])c1 returned ST2 IL33 inh inconclusive.
For CN1CCC2(CC1)CCN(C1CSCCSC1)C2 the results were ST2 IL33 inh inactive.
CN1C(=O)C(C2(C#N)CCCCC2)C(=O)N(C)C1=O was read as ST2 IL33 inh inactive.
CCN(CC)C(=O)c1ccc(N2C(=O)C3CC=C(Cl)CC3C2=O)cc1 (stereo not given) was read as ST2 IL33 inh inactive.
Screening c1ccc(C23CC4CN(CCN(C4)C2)C3)cc1 returned ST2 IL33 inh inactive.
For FC(F)(F)CCc1ccnc(N2C[C@H]3CNC[C@H]3C2)n1 the results were ST2 IL33 inh inconclusive.
For CN1CCc2cccc(Cl)c2CC1 the results were ST2 IL33 inh inconclusive.
O=c1cccc2n1C[C@H]1C[C@@H]2CN(C[C@H]2CN3CC[C@H]2C[C@@H]3CNC(=S)NCc2ccco2)C1 was read as ST2 IL33 inh inactive.
`COc1ccc(-c2cn(C[C@H]3CC4CCN3C[C@@H]4C(=O)NCc3ccc(F)cc3)nn2)cc1` (stereo not given in full) gave ST2 IL33 inh inconclusive.
For Cn1nc(-c2cccs2)cc1[C@H]1CN2CC[C@H]1C[C@@H]2CNC(=O)c1ccco1 the results were ST2 IL33 inh inactive.
Screening Cn1nc(C2CCCCC2)cc1[C@H]1CN2CC[C@H]1C[C@@H]2CNC(=O)COc1ccccc1 returned ST2 IL33 inh inactive.
O=C(NC1CN2CCC1CC2)c1cc(-c2ccc(Cl)cc2)nc2ccccc12 (stereo not given) was read as ST2 IL33 inh inconclusive.
For CN(C)CC(=O)Nc1ccc2n(c1=O)C[C@H]1C[C@@H]2CN(S(=O)(=O)c2ccccc2)C1 the results were ST2 IL33 inh inactive.
CSCC(=O)N1C[C@@H]2C[C@H](C1)c1ccc(-c3ccccc3CN3CCOCC3)c(=O)n1C2 was read as ST2 IL33 inh inactive.
CCCCn1c(C)c(C(=O)OCC)c2cc(OC(C)=O)c3ccccc3c21 was read as ST2 IL33 inh inactive.
Screening CNCc1cn(C[C@H]2CC3CCN2C[C@@H]3C(=O)N2CCN(c3ccccc3OC)CC2)nn1 (stereo not given in full) returned ST2 IL33 inh inactive.
`Nc1cnn(-c2ccccc2)c(=O)c1Cl` gave ST2 IL33 inh inactive.
For COc1ccc(-c2ccc(=O)n3c2[C@@H]2C[C@@H](CN(S(=O)(=O)c4ccc(C)cc4)C2)C3)cc1 the results were ST2 IL33 inh inactive.
For CC(C)NC(=O)N1C[C@@H]2C[C@H](C1)c1ccc(-c3cccc(C(F)(F)F)c3)c(=O)n1C2 the results were ST2 IL33 inh inconclusive.
Screening CCCN(CCC)[C@@H]1CCc2c(F)ccc(O)c2C1 returned ST2 IL33 inh inactive.
COCCNC(=S)NC[C@H]1C[C@@H]2CCN1C[C@@H]2CN1C[C@@H]2C[C@H](C1)c1cccc(=O)n1C2 was read as ST2 IL33 inh inactive.
C=C[C@H]1CN2CC[C@H]1C[C@@H]2CNS(=O)(=O)c1ccc(C)cc1 was read as ST2 IL33 inh inactive.

Quoted at random: 3 records from the list.
Screening CCOc1ccc(CN2CCN(c3cccc(Cl)c3)CC2)cc1 returned ST2 IL33 inh inconclusive.
For Cn1nc(-c2ccccc2)cc1[C@H]1CN2CC[C@H]1C[C@@H]2CNC(=S)Nc1ccc(Cl)cc1 the results were ST2 IL33 inh inactive.
CCCS(=O)(=O)NC[C@H]1C[C@@H]2CCN1C[C@@H]2c1cc(C2CCCCC2)nn1C was read as ST2 IL33 inh inconclusive.

Source: PubChem (IUPUI and University of Michigan)
